CR mimetic SO: reduction of superoxide in aged yeast, primary screen, HTS; actives 0.18% (n = 330,000); AID 2690, 2010; S. cerevisiae aged cells, superoxide DHE fluorescence; stronger effect = lower value; superoxide response (% of plate mean), % at 10 µM;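 active = superoxide response under a set limit, about three screen SD below normal, cut at about 65% in these data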;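 also: yeast aged for seven days with compound at 30 °C before DHE staining; 100% = average MFI of all compound-treated wells on the plate with controls excluded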
CIT2 TOR yeast: modulators of CIT2-GFP expression in yeast, primary screen, S. cerevisiae, GFP fusion, multiplex flow cytometry, MLPCN library; actives 0.065% (n = 320,000); GFP response vs DMSO, % at 10 µM; S. cerevisiae CIT2-GFP strain, 3 h; 100 means same as DMSO wells;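 active = GFP response relative to DMSO above a set limit, near the screen mean plus 3 SD, cut at about 150% in these data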;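 also: ratio of well median GFP fluorescence to mean of DMSO wells on the plate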
LAP4-GFP MLPCN: modulators of LAP4-GFP expression in yeast, primary screen, S. cerevisiae, multiplex flow cytometry, MLPCN library; actives 0.34% (n = 320,000); GFP response vs DMSO, % at 10 µM; 3 h; median GFP as percent of DMSO wells; AID 2023, 2009;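 active = GFP response vs DMSO above a set limit, about the screen mean plus 3 SD, cut at about 150% in these data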
MEP2 TOR yeast: modulators of MEP2-GFP levels in yeast, primary screen, S. cerevisiae, multiplex flow cytometry, MLPCN library; actives 0.51% (n = 330,000); AID 2016, 2009; S. cerevisiae MEP2-GFP strain, 3 h; 100% = DMSO control level; GFP response vs DMSO, % at 10 µM;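 active = GFP response versus DMSO above a set limit, roughly screen mean plus 3 SD, cut at about 180% in these data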;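 also: median GFP fluorescence of the barcode-gated MEP2-GFP cells per well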
VLA-4 inh: inhibition in human VLA-4 binding assay, primary screen, VLA-4 allosteric modulator project, MLPCN library, flow cytometry, VLA-4 expressing cells; Integrin alpha-4 (Homo sapiens), P13612; ligand binding flow cytometry; inhibition, % (about 7 µM as worked out from the volumes in the protocol); actives 0.2% (n = 330,000); in the data active = inhibition above about 50%
Target sequence (P13612 whole entry, looked up): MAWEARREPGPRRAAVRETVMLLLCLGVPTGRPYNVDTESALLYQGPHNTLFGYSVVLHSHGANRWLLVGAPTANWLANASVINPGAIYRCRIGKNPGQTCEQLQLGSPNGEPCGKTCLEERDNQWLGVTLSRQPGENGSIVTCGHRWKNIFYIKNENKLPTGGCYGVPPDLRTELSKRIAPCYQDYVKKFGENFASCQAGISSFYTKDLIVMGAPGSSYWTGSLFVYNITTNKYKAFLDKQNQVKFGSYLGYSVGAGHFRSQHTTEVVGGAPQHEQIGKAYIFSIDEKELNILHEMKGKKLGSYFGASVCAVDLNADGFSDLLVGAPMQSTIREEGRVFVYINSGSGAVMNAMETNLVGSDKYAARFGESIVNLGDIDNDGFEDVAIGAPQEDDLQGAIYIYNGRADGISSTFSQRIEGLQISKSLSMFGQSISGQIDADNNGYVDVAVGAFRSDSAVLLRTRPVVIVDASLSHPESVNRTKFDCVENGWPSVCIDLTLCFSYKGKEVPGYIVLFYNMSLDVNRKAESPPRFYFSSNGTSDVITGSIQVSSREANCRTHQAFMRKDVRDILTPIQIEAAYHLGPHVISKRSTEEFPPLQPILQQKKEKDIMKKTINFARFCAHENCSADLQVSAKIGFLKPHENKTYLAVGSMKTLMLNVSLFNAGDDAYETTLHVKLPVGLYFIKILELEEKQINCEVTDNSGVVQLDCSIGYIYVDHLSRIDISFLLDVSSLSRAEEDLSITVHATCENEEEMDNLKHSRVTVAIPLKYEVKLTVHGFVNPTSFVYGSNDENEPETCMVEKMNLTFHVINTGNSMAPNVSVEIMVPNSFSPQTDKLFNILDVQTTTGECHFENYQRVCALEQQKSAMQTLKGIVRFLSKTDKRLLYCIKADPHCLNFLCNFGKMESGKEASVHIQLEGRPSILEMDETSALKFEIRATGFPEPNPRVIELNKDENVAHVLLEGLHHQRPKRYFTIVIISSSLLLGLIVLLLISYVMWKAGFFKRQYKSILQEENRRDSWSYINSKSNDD
GRK2 aptamer HTS: compounds blocking aptamer binding on GRK2 – biochemical, human GRK2, bead flow cytometry, HTS, primary screen | inhibition of aptamer binding, % at 10 µM | actives 0.59% (n = 330,000) | AID 488847, 2010 | FAM-aptamer displacement from GRK2 | Beta-adrenergic receptor kinase 1 (Homo sapiens), P25098;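 active = inhibition of aptamer binding above 40%, roughly 3 SD of noise, on plates passing a quality check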;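 also: median bead fluorescence of bound FAM aptamer so fluorescent compounds give negative values; no value below 0 was filed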
AGP1-GFP MLPCN: modulators of AGP1-GFP expression in yeast TOR pathway, primary screen, cell-based, multiplex flow cytometry, S. cerevisiae, MLPCN library; actives 0.02% (n = 320,000); GFP response vs DMSO, % at 10 µM; 3 h; GFP as percent of DMSO wells; AID 2066, 2009;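 active = GFP response relative to DMSO above a set limit, near screen average plus 3 SD, cut at about 150% in these data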;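 also: median GFP channel fluorescence of the gated AGP1 strain per well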
RPL19A TOR yeast: RPL19A-GFP expression modulators in yeast, primary screen, cell-based, S. cerevisiae, multiplex flow cytometry, MLPCN; S. cerevisiae RPL19A-GFP strain, 3 h; stronger effect = lower value; percent response vs DMSO, % at 10 µM; actives 0.3% (n = 330,000);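 active = percent response vs DMSO below 50%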;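 also: median channel GFP fluorescence of the barcoded RPL19A-GFP strain; ratio of sample median GFP to plate DMSO average so 100% = DMSO; lower means less RPL19A-GFP as with rapamycin TOR inhibition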
An asterisk follows results filed as active; / = no result given.

SMILES	CR mimetic SO	CIT2 TOR yeast	LAP4-GFP MLPCN	MEP2 TOR yeast	VLA-4 inh	GRK2 aptamer HTS	AGP1-GFP MLPCN	RPL19A TOR yeast
CC(Oc1ccc(Cl)cc1Cl)C(=O)NC1=NN(c2ccccc2)C(=O)C1 (stereo unspecified)	109	87	157*	102	9	0	86	75
O=C(N/N=C/c1cccnc1)C(O)(c1ccccc1)c1ccccc1	104	84	97	99	-7	1	94	96
O=C(Cn1cc([N+](=O)[O-])cn1)NCc1ccccc1	74	99	98	104	1	0	100	103
O=C(COC(=O)C1(c2ccccc2F)CCCC1)NCc1cccs1	101	95	98	97	8	3	104	95
CCCCn1c(SCC(=O)N2CCCc3ccccc32)nc2c1c(=O)n(C)c(=O)n2C	85	93	103	101	-10	0	98	101
Cc1coc2c(C)c3oc(=O)c(CCC(=O)NCCN4CCOCC4)c(C)c3cc12	88	100	103	96	16	0	100	97
COC(=O)CNC(=O)CN1C(=O)NC2(CCCc3ccccc32)C1=O (stereo unspecified)	85	105	90	102	1	1	102	104
O=c1ccc(S(=O)(=O)N2CCC(Cc3ccccc3)CC2)c[nH]1	95	114	96	108	-11	0	99	103
Cc1cc2ncn(-c3ncnc4scc(-c5ccccc5)c34)c2cc1C	90	95	103	97	17	0	97	99
CO/N=C/c1ccc(Oc2ccc([N+](=O)[O-])cc2[N+](=O)[O-])c(OC)c1	94	101	103	108	16	0	100	107
CCOC(=O)CN1C(=O)CSc2ccc(S(=O)(=O)N3CCCC3)cc21	82	106	106	98	7	0	107	105
Cc1ccccc1OCC(=O)NNC(=S)NC(=O)c1ccco1	160	107	159*	120	7	0	114	113
CCCCc1cc(=O)oc2cc(C)cc(OCC(=O)N3CCC(C(=O)O)(c4ccccc4)CC3)c12	81	108	103	105	-17	2	109	104
CC1CC(Nc2ccccc2)c2ccccc2N1C(=O)c1ccco1 (stereo unspecified)	85	/	/	96	2	1	/	98
O=C(CSc1ncc(-c2ccccc2)n1-c1ccccc1)NCc1ccco1	98	106	108	111	6	0	116	103

4 entries out of the list above, ordered by the number in LAP4-GFP MLPCN, ascending.
Compound,CIT2 TOR yeast,LAP4-GFP MLPCN,MEP2 TOR yeast,VLA-4 inh,GRK2 aptamer HTS,AGP1-GFP MLPCN,RPL19A TOR yeast
O=C(COC(=O)C1(c2ccccc2F)CCCC1)NCc1cccs1,95,98,97,8,3,104,95
CCCCn1c(SCC(=O)N2CCCc3ccccc32)nc2c1c(=O)n(C)c(=O)n2C,93,103,101,-10,0,98,101
O=C(CSc1ncc(-c2ccccc2)n1-c1ccccc1)NCc1ccco1,106,108,111,6,0,116,103
CC(Oc1ccc(Cl)cc1Cl)C(=O)NC1=NN(c2ccccc2)C(=O)C1 (stereo unspecified),87,157*,102,9,0,86,75

Just RPL19A TOR yeast and CR mimetic SO, for 3 of the compounds above:
compound | RPL19A TOR yeast | CR mimetic SO
CCCCc1cc(=O)oc2cc(C)cc(OCC(=O)N3CCC(C(=O)O)(c4ccccc4)CC3)c12 | 104 | 81
CC1CC(Nc2ccccc2)c2ccccc2N1C(=O)c1ccco1 (stereo unspecified) | 98 | 85
O=C(CSc1ncc(-c2ccccc2)n1-c1ccccc1)NCc1ccco1 | 103 | 98

(next part)
SMILES	CR mimetic SO	CIT2 TOR yeast	LAP4-GFP MLPCN	MEP2 TOR yeast	VLA-4 inh	GRK2 aptamer HTS	AGP1-GFP MLPCN	RPL19A TOR yeast
O=C(Nc1ccccc1)OCCOc1ccccc1Br	89	95	99	108	-5	2	90	100
NC(=O)c1ccc(NC(=O)c2cccc(Oc3ccccc3)c2)cc1	94	101	84	98	3	0	100	97
CN1CCN(Cc2c(O)c(Cl)cc3c(-c4ccccc4)cc(=O)oc23)CC1	106	102	98	107	17	0	102	97
O=C(O)CCCC(=O)Nc1ccc(OCc2nc3ccccc3s2)cc1	111	94	105	97	-3	0	101	101
Cc1ccc(C(=O)C2OC(=O)C(C)(C)C(=O)C2(C)C)cc1 (stereo unspecified)	107	96	107	100	3	3	104	96
CCOc1ccccc1N(C)S(=O)(=O)c1ccc2c(c1)N(C(C)=O)CCO2	95	109	103	102	-6	0	108	104
O=C(O)CN1C(=O)CCS(=O)c2ccccc21 (stereo unspecified)	109	91	101	105	17	1	101	101
O=C(NC(=S)NC1CCCC1)c1ccccc1	95	93	108	97	9	8	110	95
C/C=C/C=C\C(=O)Nc1cccc(C2=NOC3(C2)C[C@@H](C(N)=O)N(C(=O)c2cc([N+](=O)[O-])cc([N+](=O)[O-])c2)C3)c1 (stereo partly specified)	91	100	125	94	15	0	89	102
COc1ccc(CCNC(=O)c2nn(C)c3c2CS(=O)(=O)c2ccccc2-3)c(OC)c1	80	100	112	101	-3	1	100	100
COc1ccc(OC(=O)CCc2c[nH]c3ccccc23)cc1	77	106	96	102	6	0	99	102
O=C(O)CCCn1ccc2cc(S(=O)(=O)N3CCCC3)ccc21	100	117	99	111	11	1	108	101
O=C1COc2ccc(C(=O)CSc3ccc(Br)cc3)cc2N1	114	89	98	93	5	0	91	94
CCc1nnc(NS(=O)(=O)c2ccc(NC(=O)c3cccc4ccccc34)cc2)s1	119	103	96	117	5	4	103	115
CCC(C)Sc1nc2c(c(=O)[nH]c(=O)n2C)n1Cc1ccccc1Cl (stereo unspecified)	109	118	102	96	5	0	107	99

Arranged by molecular weight (largest number first): three of the compounds above
SMILES	CR mimetic SO	CIT2 TOR yeast	LAP4-GFP MLPCN	MEP2 TOR yeast	VLA-4 inh	GRK2 aptamer HTS	AGP1-GFP MLPCN	RPL19A TOR yeast
O=C1COc2ccc(C(=O)CSc3ccc(Br)cc3)cc2N1	114	89	98	93	5	0	91	94
O=C(O)CCCC(=O)Nc1ccc(OCc2nc3ccccc3s2)cc1	111	94	105	97	-3	0	101	101
Cc1ccc(C(=O)C2OC(=O)C(C)(C)C(=O)C2(C)C)cc1 (stereo unspecified)	107	96	107	100	3	3	104	96

(next part)
SMILES	CR mimetic SO	CIT2 TOR yeast	LAP4-GFP MLPCN	MEP2 TOR yeast	VLA-4 inh	GRK2 aptamer HTS	AGP1-GFP MLPCN	RPL19A TOR yeast
C/C(=N\N=c1/sc2ccccc2n1C)c1ccccn1	123	97	106	95	3	1	90	99
CC1CCCC(NC(=O)CCNC(=O)c2ccc(Br)cc2)C1C (stereo unspecified)	99	89	108	94	4	0	104	96
CCN(CC)S(=O)(=O)c1cc(C(=O)Nc2nncs2)c(Cl)cc1Cl	86	99	97	100	9	0	/	95
CCS(=O)(=O)N1Cc2ccccc2CC1C(=O)Nc1nnc(C2CC2)s1 (stereo unspecified)	127	94	93	93	8	2	95	98
Cc1ccc(NC(=O)c2cccc(N3C(=O)CCC3=O)c2)nc1	101	101	101	100	-7	3	97	96
O=C(c1c(F)cccc1F)N1CCN(c2ncccn2)CC1	91	96	101	110	1	1	95	93
O=c1c2cn[nH]c2nc(SCc2ccccc2F)n1-c1ccc(Br)cc1	105	100	94	105	2	2	98	103
COc1ccccc1C(=O)NN=C1CCN(Cc2ccccc2)CC1	96	106	98	104	-6	0	103	102
COc1ccc(S(=O)Cc2ccc(C(=O)N3CCN(c4cccc(C)c4C)CC3)o2)cc1 (stereo unspecified)	99	102	102	103	-6	2	101	103
CC(C)C[C@@H](N)c1nnc(SCC(=O)c2ccc(Cl)cc2)o1	81	112	105	99	4	0	103	/
CCOC(=O)c1c(NC(=O)CN2C(=O)NC3(CCC(C)CC3)C2=O)sc(C)c1-c1ccc(C)cc1 (stereo unspecified)	106	93	95	108	4	1	101	98
CC1CC(C)CN(C(=O)CN2CCN(Cc3ccc(Cl)cc3)C2=O)C1 (stereo unspecified)	98	85	90	93	3	0	93	94
O=C(Cn1cc[n+](CC(=O)c2ccccc2)c1)c1ccccc1	103	94	103	115	-6	0	104	102
COC(=O)c1ccccc1S(=O)(=O)N1CCC(C(=O)N(C)CCOc2ccccc2)CC1	115	95	91	97	-3	2	91	91
C1=C(CCNc2nnnn2-c2ccccc2)CCCC1	96	100	101	99	2	1	101	100
CCCCN1CCNC[C@@H]1c1ccccc1	101	103	97	94	0	6	97	97
Cc1ccc(NC(=O)CC2C(=O)NCCN2C(=O)c2ccc(F)cc2)cc1 (stereo unspecified)	114	110	104	107	-3	0	104	102
Cc1ccc2[nH]cc(CCCN3C(=O)c4ccccc4C3=O)c2c1	108	101	104	105	16	3	100	103
CN(C)CCNC(=O)c1cc(Sc2ccc(F)cc2)nc2ccccc12	90	98	93	88	4	0	98	94
CO/N=C(\Cn1ncc(NC2CCCCC2)c(Br)c1=O)c1ccc(Cl)cc1	100	85	99	97	-13	1	97	92
Cc1cc(C)c(NC(=S)N(CCCN2CCOCC2)Cc2cccnc2)c(C)c1	107	99	99	99	9	0	105	100
COc1ccc([N+](=O)[O-])cc1NC(=S)NC(NC(=O)Cc1ccc(OC)c(OC)c1)C(Cl)(Cl)Cl (stereo unspecified)	105	105	95	103	17	0	102	99
O=C(NNc1ccnc2cc(Cl)ccc12)C1CCCCC1	94	114	95	104	16	0	103	106
N#Cc1nc(Cc2cccc3ccccc23)oc1N1CCCCC1	112	95	102	111	5	0	96	97
Cc1ccccc1N(C(=O)c1snc(C(N)=O)c1N)C(C)C(=O)NC1CCCCC1 (stereo unspecified)	98	97	85	98	3	3	89	93
C=C1c2cc3c(cc2NC(=S)N1Cc1ccccc1)OCO3	92	95	117	97	-10	/	100	97
Cc1ccc(C(=O)C(C)Sc2nnc(N)s2)cc1 (stereo unspecified)	93	108	96	101	2	2	104	103
CCCCN(C(=O)c1cc(OC)c(OC)c(OC)c1)C1=CC2CCC(C1)N2C (stereo unspecified)	101	100	106	105	-4	0	103	100
Cc1cc(=O)[nH]c(N/N=C/C2=C(N3CCOCC3)C(=C\c3ccc(Cl)cc3)/CC2)n1	94	94	94	97	-11	2	94	101
O=C(Nc1ccccn1)C1CCN(c2ncnc3c2nc2n3CCCCC2)CC1	87	91	93	101	2	0	93	98
Cc1c(C)c2c(OCC(=O)N3CCC(C(=O)O)CC3)cc3c(c2oc1=O)CCC(C)(C)O3	70	108	100	103	2	7	105	101
Cc1sc2ncn(CC(=O)NCCCC(=O)N3CCN(c4ccccc4)CC3)c(=O)c2c1C	91	96	99	94	13	8	95	96
COc1ccc(C(=O)N2CCN(c3nc4ccccc4o3)CC2)cc1OC	101	95	97	99	11	0	96	96
COc1ccccc1/C=N/Nc1nc(C)cc(C)n1	91	99	110	102	29	2	113	100

Compound profiles (already shown). Values in the order: CR mimetic SO, CIT2 TOR yeast, LAP4-GFP MLPCN, MEP2 TOR yeast, VLA-4 inh, GRK2 aptamer HTS, AGP1-GFP MLPCN, RPL19A TOR yeast
`COc1ccc(C(=O)N2CCN(c3nc4ccccc4o3)CC2)cc1OC` across the screens: 101, 95, 97, 99, 11, 0, 96, 96
`Cc1c(C)c2c(OCC(=O)N3CCC(C(=O)O)CC3)cc3c(c2oc1=O)CCC(C)(C)O3` across the screens: 70, 108, 100, 103, 2, 7, 105, 101
`COc1ccccc1/C=N/Nc1nc(C)cc(C)n1` across the screens: 91, 99, 110, 102, 29, 2, 113, 100

Compound activity as filed in PubChem BioAssay.
